# Screening results as filed in PubChem BioAssay.
# procasp3 activ = activators of human procaspase-3; P42574; recombinant procaspase-3 D3A, Ac-DEVD-pNA absorbance 405 nm; activation, % at 8.5 µM; hit rate 0.11% among 330,000; AID 463141;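 active = activation above the mean of all tested compounds plus 3 SD, cut at about 21% in these data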;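 note: 0% = DMSO alone and 100% = DMSO wells spiked with extra 5 µM PC-3 D3A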
# Target sequence (P42574 whole entry D9A/D28A/D175A): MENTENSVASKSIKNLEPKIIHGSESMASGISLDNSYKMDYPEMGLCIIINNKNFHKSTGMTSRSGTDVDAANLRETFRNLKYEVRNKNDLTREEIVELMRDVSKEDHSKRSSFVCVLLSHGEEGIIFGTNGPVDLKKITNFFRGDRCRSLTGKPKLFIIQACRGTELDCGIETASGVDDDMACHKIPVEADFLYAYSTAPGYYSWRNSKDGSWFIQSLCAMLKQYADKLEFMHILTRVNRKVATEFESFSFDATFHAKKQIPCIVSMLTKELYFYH
#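 Test system: Procaspase-3 D3A mutant, all three cleavage aspartates alanine | Dosing: Single dose, 8.5 µM nominal compound, 0.8% DMSO | Schedule: 1 h preincubation, 2 h reaction | Technique: 405 nm absorbance of p-nitroaniline, reads at 0 and 120 min | Repeats: One well per compound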
# CIT2 TOR yeast = modulators of TOR pathway CIT2-GFP in S. cerevisiae; GFP response vs DMSO, % at 10 µM; hit rate 0.065% among 320,000; S. cerevisiae CIT2-GFP strain, flow cytometry, 3 h; 100 means same as DMSO wells;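 active = GFP response relative to DMSO above a set limit, near the screen mean plus 3 SD, cut at about 150% in these data; inconclusive = Fewer than 70 cells measured for a yeast strain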;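 note: ratio of well median GFP fluorescence to mean of DMSO wells on the plate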
# MEP2-GFP yeast = alters MEP2-GFP fluorescence in TOR pathway yeast screen; AID 2016; hit rate 0.51% among 330,000; S. cerevisiae MEP2-GFP strain, flow cytometry GFP, 3 h; 100% = DMSO control level; GFP response vs DMSO, % at 10 µM;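 active = GFP response versus DMSO above a set limit, roughly screen mean plus 3 SD, cut at about 180% in these data; inconclusive = fewer than 70 cells counted for a yeast strain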;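 note: median GFP fluorescence of the barcode-gated MEP2-GFP cells per well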
# AGP1-GFP MLPCN = alters AGP1-GFP fluorescence in TOR pathway yeast screen. AID 2066. S. cerevisiae AGP1-GFP multiplex flow cytometry, 3 h; GFP as percent of DMSO wells. hit rate 0.02% among 320,000. GFP response vs DMSO, % at 10 µM;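 active = GFP response relative to DMSO above a set limit, near screen average plus 3 SD, cut at about 150% in these data; inconclusive = fewer than 70 cells counted for the yeast strain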;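 note: median GFP channel fluorescence of the gated AGP1 strain per well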
# LAP4-GFP MLPCN = modulators of TOR pathway LAP4-GFP in S. cerevisiae. S. cerevisiae LAP4-GFP multiplex, flow cytometry GFP, 3 h; median GFP as percent of DMSO wells. GFP response vs DMSO, % at 10 µM. hit rate 0.34% among 320,000. AID 2023;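 active = GFP response vs DMSO above a set limit, about the screen mean plus 3 SD, cut at about 150% in these data; inconclusive = under 70 cell events counted for the yeast strain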
# AHR act = activators of human aryl hydrocarbon receptor; P35869; AHR-responsive luciferase reporter cells, luminescence; activation, % at 5 µM; hit rate 2.5% among 320,000; in the data active = activation above about 47%;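 note: 0% = vehicle wells and 100% = reference agonist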
# Target sequence (P35869 whole entry, looked up): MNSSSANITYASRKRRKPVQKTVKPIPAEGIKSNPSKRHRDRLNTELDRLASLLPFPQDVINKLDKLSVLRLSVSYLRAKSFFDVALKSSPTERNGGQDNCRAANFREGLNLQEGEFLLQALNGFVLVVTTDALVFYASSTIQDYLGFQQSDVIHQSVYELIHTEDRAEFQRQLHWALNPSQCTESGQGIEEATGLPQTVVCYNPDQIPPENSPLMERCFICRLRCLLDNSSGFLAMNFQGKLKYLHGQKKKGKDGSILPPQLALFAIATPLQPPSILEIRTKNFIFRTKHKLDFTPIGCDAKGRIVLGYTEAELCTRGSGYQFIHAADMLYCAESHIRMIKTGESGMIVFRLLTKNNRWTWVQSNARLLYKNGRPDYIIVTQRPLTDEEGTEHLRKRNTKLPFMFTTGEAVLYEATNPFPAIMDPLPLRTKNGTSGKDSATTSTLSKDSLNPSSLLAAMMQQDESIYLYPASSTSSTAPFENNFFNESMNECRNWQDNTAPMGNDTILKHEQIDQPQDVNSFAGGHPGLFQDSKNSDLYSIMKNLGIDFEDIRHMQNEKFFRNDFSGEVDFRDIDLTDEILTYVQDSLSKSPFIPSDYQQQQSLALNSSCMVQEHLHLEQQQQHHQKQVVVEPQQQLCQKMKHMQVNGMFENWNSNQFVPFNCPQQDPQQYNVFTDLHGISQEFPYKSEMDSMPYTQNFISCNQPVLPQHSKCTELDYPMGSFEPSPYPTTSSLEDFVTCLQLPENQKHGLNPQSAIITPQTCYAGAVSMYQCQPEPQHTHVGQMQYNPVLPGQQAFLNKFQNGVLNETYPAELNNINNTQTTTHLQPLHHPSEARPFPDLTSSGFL
# RPL19A-GFP yeast = modulators of TOR pathway RPL19A-GFP in S. cerevisiae | S. cerevisiae RPL19A-GFP strain, flow cytometry, 3 h; stronger effect = lower value | percent response vs DMSO, % at 10 µM | hit rate 0.3% among 330,000;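 active = percent response vs DMSO below 50%; inconclusive = fewer than 70 events counted for the yeast strain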;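 note: median channel GFP fluorescence of the barcoded RPL19A-GFP strain; ratio of sample median GFP to plate DMSO average so 100% = DMSO; lower means less RPL19A-GFP as with rapamycin TOR inhibition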
# proCasp7 act = counter-screen: procaspase-7 (human) activation; activation, % at 8.5 µM; hit rate 0.093% among 330,000; recombinant procaspase-7, Ac-DEVD-pNA absorbance 405 nm; D23A/D198A/D206A triple mutant, cannot self-cleave; scale: DMSO 0, 5 µM enzyme 100; P55210;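 active = percent activation above the screen-wide mean plus 3 SD, cut at about 25% in these data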
#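 signal = Epi-absorbance of released pNA at 405 nm, two timepoints | assay system = Uncleavable procaspase-7 mutant enzyme | reagent = Ac-DEVD-pNA substrate, 400 µM as added | times = 1 h enzyme–compound preincubation and 2 h substrate reaction, both 25 °C | benchmarks = low DMSO alone, high DMSO plus 5 µM PC-7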
# * = called active by the depositor; ? = inconclusive; . = no result given; [ ] = dose if it differs, or a comment.
SMILES,procasp3 activ,CIT2 TOR yeast,MEP2-GFP yeast,AGP1-GFP MLPCN,LAP4-GFP MLPCN,AHR act,RPL19A-GFP yeast,proCasp7 act
NC(=O)C1CCCN(C(=O)c2ccc3oc(Cc4ccc(Cl)cc4)nc3c2)C1 (stereo not drawn),7,?,?,?,85[may fluoresce red and violet],-1,?,-5
Cc1ccnc(N=Cc2nc(-c3ccccc3Br)oc2O)c1,7,91,98,98,96,-3,101,-5
COc1ccc(S(=O)(=O)N2CCOCC2)cc1NC(=O)c1cccs1,-2,99,105,108,105,0,105,6
COc1ccc(C2c3c(ccc4ccccc34)Oc3ncn4nc(Cc5ccc(OC)c(OC)c5)nc4c32)cc1 (stereo not drawn),6,106,107,113,109,4,106,0
O=C(O)C(c1ccccc1)N1CCCCC1 (stereo not drawn),2,91,103,99,110,2,98,10
O=C(Nc1cccc(S(=O)(=O)NCc2ccco2)c1)c1ccc(Cl)cc1,0,98,96,101,98,19,101,-3
COc1ccc(CCNC(=O)CCS(=O)(=O)c2ccc(C)cc2)cc1OC,3,116,105,109,104,-1,.,-1
CN(C)S(=O)(=O)N1CCc2ccc(NC(=O)c3ccc(C(F)(F)F)cc3)cc2C1,-2,106,109,102,101,45,103,10
CC1CCCC(NC(=O)COC(=O)c2cccnc2Cl)C1C (stereo not drawn),3,110,109,106,102,-1,103,-11
COc1ccc(N(Cc2cc3cccc(C)c3[nH]c2=O)S(=O)(=O)c2ccc(Cl)cc2)cc1,4,105,104,99,97,10,99,8
O=C(CSc1ncnc2c1nnn2Cc1ccccc1)NC1CCCCC1,7,103,102,111,118,-1,101,7
CCOc1ccc(N/C(SCc2cccc([N+](=O)[O-])c2)=C(/C#N)C(N)=O)cc1,-6,92,97,100,101,4,94,4
COc1cccc(OC)c1NC(=O)CN1CCN(C)CC1,7,102,102,105,109,0,105,-10
O=C(Nc1cccc2ccccc12)c1ccc(OC(=S)N2CCOCC2)cc1,-5,107,109,106,95,-2,100,3
CC(=O)Oc1ccc(/C=N/NC2=NS(=O)(=O)c3ccccc32)cc1,7,94,99,92,93,3,96,3

# One compound at a time, as listed above. Values in the order: procasp3 activ, CIT2 TOR yeast, MEP2-GFP yeast, AGP1-GFP MLPCN, LAP4-GFP MLPCN, AHR act, RPL19A-GFP yeast, proCasp7 act
# CC(=O)Oc1ccc(/C=N/NC2=NS(=O)(=O)c3ccccc32)cc1 is entered as 7, 94, 99, 92, 93, 3, 96, 3
# COc1cccc(OC)c1NC(=O)CN1CCN(C)CC1 is entered as 7, 102, 102, 105, 109, 0, 105, -10
# COc1ccc(N(Cc2cc3cccc(C)c3[nH]c2=O)S(=O)(=O)c2ccc(Cl)cc2)cc1 is entered as 4, 105, 104, 99, 97, 10, 99, 8

# Next results follow.
SMILES,procasp3 activ,CIT2 TOR yeast,MEP2-GFP yeast,AGP1-GFP MLPCN,LAP4-GFP MLPCN,AHR act,RPL19A-GFP yeast,proCasp7 act
CCn1cc(/C=C/C(=O)Nc2c(C)nn(Cc3ccccc3)c2C)cn1,2,99,100,95,86,-2,100,1
CC1CCCC(C)N1C(=O)COC(=O)c1cc(S(=O)(=O)N2CCOCC2)ccc1Cl (stereo not drawn),-6,96,96,100,94,-1,94,-3
CC(=O)Nc1ccc(S(=O)(=O)NCC(=O)OCC(=O)N2CCc3ccccc32)cc1,-18,92,100,90,91,17,91,-3
CC(C)CCNc1nc2c(cc1C#N)COC(C)(C)C2,0,90,92,96,98,2,100,4
COc1ccc(-n2ncc3c(N4CCC(C(N)=O)CC4)ncnc32)cc1,7,108,105,107,102,6,104,4
CC(C)CCNC(=O)CCCC1=NS(=O)(=O)c2ccccc2N1,-7,103,102,106,103,0,101,5
Cc1ccc(-n2c(C(C)C)nc3oc4ccccc4c(=O)c3c2=O)cc1,5,85,89,97,95,75*,92,4
COc1ccc(N2CCN(C(=O)c3ccc(Br)cc3)CC2)c([N+](=O)[O-])c1,-2,72,99,122,199*,0,90,-2
CCCN1CCN(CCCNC(=O)CN2C(=O)COc3ccccc32)CC1,-3,104,99,104,92,0,98,4
CC(=O)Nc1ccc(NC(=O)C2CC(=O)N(C(C)C)C2)cc1 (stereo not drawn),-9,112,110,104,96,1,104,-1
O=[N+]([O-])c1cc(Cl)ccc1-c1nc(-c2ccncc2)no1,7,105,106,91,100,27,104,15
O=C1c2ccccc2S(=O)(=O)c2cc(C(=O)N3CCN(c4c(Cl)cncc4Cl)CC3)ccc21,8,89,86,89,112,0,97,-1
CC(C)CCNCC(O)CON=C1c2ccccc2-c2ccccc21 (stereo not drawn),0,111,109,116,103,9,111,8
COc1ccc(-n2c(SCC#N)nnc2-c2cccnc2)cc1,5,95,99,101,101,1,99,-7
COc1ccccc1NC(=O)CC(c1ccc(OC(C)C)cc1)c1ccccc1OC (stereo not drawn),5,98,97,104,95,6,104,-5
O=C(CN(Cc1ccc2c(c1)OCO2)C(=O)CNS(=O)(=O)c1ccccc1)NCc1ccco1,6,95,105,106,99,3,104,-1
CCOC(=O)Cc1csc(NC(=O)CCCCCN2C(=O)c3ccccc3C2=O)n1,2,104,105,112,102,5,101,-1
CC(C)C(NC(=O)c1cccc(S(=O)(=O)N2CCOCC2)c1)C(=O)NCCc1ccccn1 (stereo not drawn),0,100,108,104,105,-6,103,-2
CC(=O)c1cccc(NC(=O)C2CCN(C(=O)c3ccccc3Cl)CC2)c1,-2,95,104,101,99,-1,102,-2
Cc1cc(Cl)ccc1OCC(=O)NC(=S)Nc1ccccc1N1CCOCC1,-7,89,91,94,100,0,92,2
CCOc1ccc(N(CC(N)=O)S(=O)(=O)c2ccc(F)cc2)cc1,2,101,105,101,105,-1,99,15
COc1cccc(/C=N/NC(=O)CNC(=O)c2ccco2)c1O,-2,103,97,105,104,8,96,-4
COc1ccc(CCNC(=O)C2CCN(S(=O)(=O)c3cc(OC)ccc3OC)CC2)cc1,11,93,95,.,100,0,94,8
COc1ccc(NC(=O)CCc2ccccc2)cc1S(=O)(=O)N1CCOCC1,-1,90,93,97,107,1,96,-1
CCOc1ccc(N=C2NN=C(c3cc(C)n(CC4CCCO4)c3C)CS2)cc1 (stereo not drawn),-4,80,99,95,89,0,102,-14
O=C(CN1CCOCC1)Nc1ncc(Cc2cccc(Cl)c2Cl)s1,9,102,97,101,94,-1,109,0
S=c1nn[nH]n1C12CC3CC(CC(C3)C1)C2,-18,90,97,91,102,-1,99,-32
COc1ccc(NC(=O)c2cccc3c2C(=O)c2ccc(-c4cnc(OC)nc4)cc2S3(=O)=O)cc1,-5,85,87,92,86,8,92,5
CCOc1cc(/C=N/OC(C)=O)ccc1OCc1ccccc1,3,105,107,102,106,7,99,9
O=C(Nc1cccc(C(=O)NC2CCCC2)c1)c1ccccc1,0,107,103,103,107,11,103,1
CC(C)CN1CCC(=O)N([C@H](CN=[N+]=[N-])Cc2ccccc2)CC1,12,103,98,106,98,3,102,-9
Clc1cccc(CSC2=NCCCN2)c1,4,108,103,112,105,0,101,-9
O=C(O)c1n[nH]c2ccccc12,5,88,91,93,96,3,94,1
O=C1CC(C2CCCO2)C(=O)N1c1ccccc1 (stereo not drawn),5,108,103,113,99,-3,104,-1
O=C(C1CC1)N1CCN(Cc2ccccc2)CC1,3,101,105,110,114,2,103,5
O=C(CC1SC(N2CCOCC2)=NC1=O)Nc1ccccc1Cl (stereo not drawn),0,113,100,100,99,5,96,15
CCOC(=O)C(=O)N=Nc1c(O)[nH]c2ccccc12,2,96,101,92,93,8,101,-5
Cc1nnc(SCC(=O)NNC(=O)c2ccc(F)cc2)n1Cc1ccccc1,7,116,99,100,93,1,103,12
CCOC(=O)CSc1nc(-c2ccc3c(c2)OCO3)ccc1C#N,-4,117,110,117,108,11,108,-5
O=C(NCC1CCCO1)c1csc2c1CCCC2 (stereo not drawn),-2,103,106,103,98,-1,100,0
CC(=O)Nc1cccc2c1C(=O)N(c1cccc(C)c1)C2=O,-1,82,99,87,83,32,99,-1
COc1ccc(N2CCN(C(=O)c3ccc(-c4nc5ccccc5s4)o3)CC2)cc1,1,94,97,96,98,69*,100,3
O=C(Nc1cccc(Cl)c1)C1CCCCC1,1,70,92,77,127,2,96,-14
O=C(CNC(=O)c1ccc(Br)o1)NNC(=O)c1ccc(Cl)cc1,1,100,120,99,104,1,98,11
C[C@H]1CN([C@@H](C)CO)C(=O)Cc2cc(NC(=O)Cn3cnnn3)ccc2O[C@H]1CN(C)Cc1ccncc1,4,101,97,101,105,0,96,13
COc1ccccc1CCNC(=O)Cc1cccs1,5,97,97,106,104,14,98,4
Cc1ccc(S(=O)(=O)N2CCOCC2)cc1NC(=O)c1ccc(F)cc1F,-14,102,108,108,111,-1,101,11
O=C(CCc1ccc(S(=O)(=O)N2CCOCC2)cc1)N/N=C/c1ccc(O)c(O)c1O,-8,90,100,90,101,7,100,-4
CCCCn1c(N)c(N(CCC(C)C)C(=O)c2cccc(S(=O)(=O)N3CCN(C)CC3)c2)c(=O)[nH]c1=O,-11,101,101,112,111,-1,106,9
Cn1cc([N+](=O)[O-])c(C(=O)N/N=C/c2ccc3c(c2)OCO3)n1,-2,100,106,109,95,9,106,8
CC(/C=C1\SC(=S)N(C(C(=O)O)c2ccccc2)C1=O)=C\c1ccccc1 (stereo not drawn),0,91,101,100,103,2,103,-4
Oc1ccc(C[C@H]2CNCCN2CCc2cccc(F)c2)cc1,12,96,88,86,128,-1,94,-10
COc1ccc2c(c1OC)C(=O)N1N=C(c3ccc(O)cc3)CC21 (stereo not drawn),4,106,97,100,94,3,99,-12
COc1ccc(-c2nc(C(=O)NCC3CCCO3)cc3c2[nH]c2ccccc23)cc1 (stereo not drawn),-10,83,98,93,97,-2,89,2
CCN(CC)c1ccc(Nc2nc(Cl)ncc2Br)cc1,-8,99,105,98,89,39,99,-3
CC(C)(C)c1ccc(S(=O)(=O)NCc2ccc(C(=O)NCC3CCCO3)cc2)cc1 (stereo not drawn),-3,.,90,96,75,0,106,-6
Cc1cc(O)c(C(=O)/C=C/c2ccc(Cl)cc2)c(=O)o1,-10,95,93,77,161*,13,93,-5
Nc1c(C(=O)NCc2ccccc2)sc2nc3c(cc12)C(=O)CCC3,-1,.,98,106,84,3,105,-6
Cc1cc(NC(=O)c2cc(-c3ccccc3)on2)n(-c2ccccc2)n1,8,96,97,100,95,1,96,3
Cc1cc(C)cc(C(=O)Oc2coc(CSc3nnc(NC(=O)C4CC4)s3)cc2=O)c1,4,?,?,?,?,-2,?,10
COc1ccc(C(=O)NNC2CC(=O)N(Cc3ccc(Cl)cc3)C2=O)cc1OC (stereo not drawn),2,94,96,92,86,5,97,-6
COc1ccccc1OCCC(=O)Nc1cccc(S(=O)(=O)N2CCOCC2)c1,1,108,104,114,108,0,107,4

# Random excerpt: 2 entries already listed.
SMILES,procasp3 activ,CIT2 TOR yeast,MEP2-GFP yeast,AGP1-GFP MLPCN,LAP4-GFP MLPCN,AHR act,RPL19A-GFP yeast,proCasp7 act
Cc1ccc(S(=O)(=O)N2CCOCC2)cc1NC(=O)c1ccc(F)cc1F,-14,102,108,108,111,-1,101,11
CC(C)(C)c1ccc(S(=O)(=O)NCc2ccc(C(=O)NCC3CCCO3)cc2)cc1 (stereo not drawn),-3,.,90,96,75,0,106,-6
